ABCG2 block – blocks JC-1 efflux by human ABCG2 transporter | IgMXP3 cells, flow cytometry | 190,000 tested, 0.1% active | Q9UNQ0 | inhibition, % at 6.6 µM;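 active = inhibition above 80%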;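 note: 0% = DMSO and 100% = nicardipine control wells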
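Incubation: cells with compound and JC-1, 10 min at 25 °C, rotating, no wash / Test system: IgMXP3 (ABCG2) plus far-red-tagged CCRF-Adr (ABCB1) cells / Compound dosing: one concentration, 6.6 µM final / Also added: JC-1 fluorescent substrate / Evaluation: efflux inhibition in percent versus controls / Detection: flow cytometry, 530 nm JC-1 signal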
GSH bead fluor – GSH bead compound fluorescence profile; fluorescence (KMESF) at 10 µM; 190,000 tested, 0.25% active; GSH beads flow cytometry, compound fluorescence 488/530 nm; stronger effect = higher value; AID 1776; in the data active = fluorescence above about 89;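 note: glutathione beads carrying GST-tagged Bcl family fusion proteins plus one bare bead set; values are compound well signal with DMSO vehicle wells as background; inactives centre near 16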
ABCB1 block – human ABCB1 inhibition, ABCG2 as counter-screen | P08183 | 190,000 tested, 0.067% active | CCRF-Adr cells, JC-1 efflux, flow cytometry | inhibition, % at 6.6 µM; in the data active = inhibition above about 40%;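 note: 0% = vehicle and 100% = reference inhibitor; higher value means more JC-1 retained so stronger ABCB1 efflux block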
Pf gamet viab – inhibitors of late stage P. falciparum gametocyte viability; P. falciparum stage V gametocytes, ATP luminescence, 24 h; 150,000 tested, 0.065% active; inhibition, % at 10.9 µM;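 active = inhibition above the mean plus 3 SD of compounds within the control limits, set per campaign, cut at about 38% in these data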;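 note: 0% = DMSO wells and 100% = medium only without gametocytes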
Avidin fluor – avidin bead compound fluorescence profile | Avidin beads, compound fluorescence 488/530 nm, flow cytometry; stronger effect = higher value | fluorescence (KMESF) at 10 µM | 220,000 tested, 0.38% active; in the data active = fluorescence above about 47; note: inactives centre near 10
Rab7 wt modul – modulators of GTP binding to dog Rab7 wildtype GTPase | GTP binding activity (percent of control), % at 10 µM | 190,000 tested, 0.055% active | AID 758 | GST-Rab7 beads, fluorescent GTP binding, flow cytometry; actives lie on both sides; untreated = 100%, excess cold GTP = 0%;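 active = fluorescent GTP binding to Rab7 beads changed by at least 20 points from the 100% baseline, either direction, mostly lower; inconclusive = compound itself probably fluorescent, or too few beads counted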;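 note: median green fluorescence of bound Bodipy-FL-GTP per Rab7 bead population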
Rab2 wt GTP – changes GTP binding to wildtype dog Rab2A, up or down | P61105 | GST-Rab2 wt beads, Bodipy-GTP binding, flow cytometry | GTP binding activity, % at 10 µM | 190,000 tested, 0.19% active;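 active = GTP binding activity at least 20 points away from 100%, either lowered or raised; inconclusive = signal likely due to the compound's own green fluorescence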;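 note: 0% = beads with excess unlabeled GTP and 100% = no-compound control corrected for plate trend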
Cdc42 wt – human Cdc42 wildtype GTP binding change, either direction; 190,000 tested, 0.2% active; GST-Cdc42 beads, Bodipy-GTP binding, flow cytometry; actives lie on both sides; percent activity (GTP binding), % at 10 µM; P60953;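 active = percent activity GTP binding at least 20 points away from the 100% baseline, either down as inhibitor or up as activator; inconclusive = compound flagged as likely green fluorescent from well-wide comparison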;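 note: median bead fluorescence of bound Bodipy-FL-GTP at 100 nM; 0% = excess unlabeled GTP control and 100% = no compound control; below 100% means less GTP binding so inhibitor and above means activator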
Target sequence (P60953 whole entry, looked up): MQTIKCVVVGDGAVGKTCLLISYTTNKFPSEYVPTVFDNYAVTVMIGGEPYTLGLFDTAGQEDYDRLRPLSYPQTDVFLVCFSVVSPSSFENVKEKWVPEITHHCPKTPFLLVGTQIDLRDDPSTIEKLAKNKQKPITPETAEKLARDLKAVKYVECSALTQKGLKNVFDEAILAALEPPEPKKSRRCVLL
Rac1 mut GTP – modulators of GTP binding to human Rac1 activated mutant; P63000; GST-Rac1 activated beads, fluorescent GTP binding, flow cytometry; actives lie on both sides; 100% means binding = to untreated wells; percent activity (GTP binding), % at 10 µM; 190,000 tested, 0.11% active; AID 764;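 active = GTP binding at least 20 percentage points away from the 100% baseline, in either direction, so actives lie on both sides; inconclusive = Compound likely fluorescent itself, or too few beads counted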
HRas wt GTP – human HRas wildtype GTP binding, change in either direction. 190,000 tested, 0.14% active. P01112. GTP binding activity, % at 10 µM. GST-Ras wt beads, Bodipy-FL-GTP binding, flow cytometry; actives lie on both sides;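 active = GTP binding activity at least 20% away from the 100% baseline, either lowered as inhibitor or raised as activator; inconclusive = flagged as likely green fluorescent, judged across all proteins in the well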;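 note: 0% = unlabeled GTP competition control and 100% = no-compound control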
Target sequence (P01112 whole entry, looked up): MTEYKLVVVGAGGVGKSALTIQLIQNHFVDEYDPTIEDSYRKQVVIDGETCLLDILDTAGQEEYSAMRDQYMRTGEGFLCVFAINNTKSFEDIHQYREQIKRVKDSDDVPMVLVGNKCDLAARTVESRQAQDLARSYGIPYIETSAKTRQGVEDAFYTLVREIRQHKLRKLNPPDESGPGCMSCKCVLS
Rac1 wt modul – modulators of human Rac1 wildtype GTP binding; GST-Rac1 beads, fluorescent GTP binding, flow cytometry; actives lie on both sides; 0 = cold GTP competed, 100 = untreated; GTP binding activity (% of control), % at 10 µM; 190,000 tested, 0.27% active; AID 757;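 active = GTP binding activity at least 20 points away from the 100% control level, either lower or higher; inconclusive = compound flagged as likely green fluorescent, judged across all proteins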
An asterisk follows results filed as active; u = inconclusive; x = no result given.

SMILES	ABCG2 block	GSH bead fluor	ABCB1 block	Pf gamet viab	Avidin fluor	Rab7 wt modul	Rab2 wt GTP	Cdc42 wt	Rac1 mut GTP	HRas wt GTP	Rac1 wt modul
O=C(Nc1nc(-c2ccccc2)cs1)c1ccc(=O)[nH]c1	7.6	14	0.9	1.9	12	101.0	98.0	95.0	95.0	97.0	98.0
Cc1c(Cl)cccc1NCC(=O)NN=C1CCCC1	4.3	14	0.0	31.7	10	96.0	96.0	96.0	93.0	95.0	100.0
CCn1c(C(C)NC(=O)c2cccc(C)c2)n[nH]c1=S (stereo not drawn)	-0.2	22	-0.1	-18.0	11	102.0	99.0	95.0	97.0	98.0	101.0
O=C(c1ccco1)N1CCN(C(c2ccccc2)c2nnnn2Cc2cccs2)CC1 (stereo not drawn)	2.6	39	2.9	x	15	96.0	96.0	98.0	94.0	98.0	96.0
CCCCNC(=O)c1cc(-c2ccc(OC)cc2)on1	9.0	53	0.1	8.1	9	92.0	94.0	96.0	95.0	95.0	94.0
O=C(CCl)N(Cc1ccccc1)c1ccccc1	0.1	69	0.1	-9.4	8	103.0	98.0	93.0	91.0	97.0	99.0
O=C(NCc1ccccc1)c1cccc(NS(=O)(=O)c2cccc3cccnc23)c1	14.3	4	1.3	-4.7	8	101.0	99.0	101.0	98.0	101.0	104.0
O=C(CSc1ncnc2ccccc12)NCCc1ccccc1	1.4	14	0.1	3.4	22	u	u	u	u	u	u
CCCN1C(=O)C2(/C(=C(\O)c3ccc4c(c3)OCCO4)C(=O)C(=O)N2CCCOC)c2ccccc21 (stereo not drawn)	0.6	53	0.3	x	21	100.0	98.0	100.0	100.0	101.0	105.0
CC(C)c1ccc2[nH]c(O)c(N=NC(=O)c3ccc(CSc4nncn4C)cc3)c2c1	1.5	10	-0.3	x	6	103.0	104.0	102.0	100.0	104.0	104.0
O=C(Cc1cccs1)Nc1cccc(-c2nc3ccccc3[nH]2)c1	6.3	13	1.4	x	14	97.0	99.0	93.0	98.0	98.0	99.0
Cc1ccccc1-c1noc(CCC(=O)NCC2CCCO2)n1 (stereo not drawn)	2.5	x	0.8	16.7	4	95.0	97.0	91.0	96.0	96.0	94.0
COc1cc2cc(C)c(SCC(=O)N3CCOCC3)nc2cc1OC	2.1	35	-1.0	x	8	103.0	100.0	97.0	98.0	99.0	101.0
CC(C)Oc1cc(NC(=O)CS(=O)CC(=O)Nc2cccc(C(F)(F)F)c2)c(Cl)cc1Cl (stereo not drawn)	3.0	13	0.3	x	13	100.0	101.0	99.0	100.0	100.0	99.0
Nc1nc(SCc2ccc3c(c2)OCCO3)n[nH]1	0.1	23	0.0	5.5	3	100.0	99.0	100.0	98.0	102.0	101.0
COc1ccccc1CCNC(=O)C(=O)NCC1OCCN1S(=O)(=O)c1ccc(Br)cc1 (stereo not drawn)	18.0	11	3.3	30.8	10	101.0	102.0	104.0	102.0	102.0	109.0
CC(C)N1CCC(N2CCN(CC#Cc3ccccc3)CC2CCO)CC1 (stereo not drawn)	-0.1	19	-0.3	x	5	104.0	101.0	99.0	98.0	97.0	97.0
CCOC(=O)c1sc2ccc(S(=O)(=O)N3CCOCC3)cc2c1N	5.5	35	-0.3	x	2	97.0	98.0	99.0	96.0	98.0	99.0
NS(=O)(=O)c1ccc(NC(=O)/C=C/c2ccc3c(c2)OCO3)cc1	-0.6	13	-0.1	-0.7	11	99.0	95.0	93.0	94.0	94.0	95.0
CCCc1cc(=O)[nH]c(SCc2cc(Cl)ccc2OC(F)F)n1	3.0	7	0.6	-21.5	13	100.0	102.0	99.0	97.0	101.0	98.0
O=C(OC1CCOC1=O)c1cc(-c2ccc(Br)cc2)nc2ccccc12 (stereo not drawn)	3.1	16	0.2	x	8	101.0	100.0	101.0	100.0	101.0	103.0
COc1ccc(C2C(C(=O)NCc3cccnc3)c3ccccc3C(=O)N2C)cc1OC (stereo not drawn)	1.1	24	0.1	8.8	30	99.0	99.0	104.0	99.0	101.0	106.0
O=C(/C=C/c1ccc(Cl)cc1)N1CCN(c2ncccn2)CC1	0.8	17	0.2	x	37	99.0	99.0	101.0	98.0	98.0	103.0

Taken from the listing (2 entries):
SMILES	ABCG2 block	GSH bead fluor	ABCB1 block	Pf gamet viab	Avidin fluor	Rab7 wt modul	Rab2 wt GTP	Cdc42 wt	Rac1 mut GTP	HRas wt GTP	Rac1 wt modul
O=C(NCc1ccccc1)c1cccc(NS(=O)(=O)c2cccc3cccnc23)c1	14.3	4	1.3	-4.7	8	101.0	99.0	101.0	98.0	101.0	104.0
O=C(CSc1ncnc2ccccc12)NCCc1ccccc1	1.4	14	0.1	3.4	22	u	u	u	u	u	u

Some of these compounds in order of length of the SMILES, largest number first.
SMILES	ABCG2 block	GSH bead fluor	ABCB1 block	Pf gamet viab	Avidin fluor	Rab7 wt modul	Rab2 wt GTP	Cdc42 wt	Rac1 mut GTP	HRas wt GTP	Rac1 wt modul
COc1ccccc1CCNC(=O)C(=O)NCC1OCCN1S(=O)(=O)c1ccc(Br)cc1 (stereo not drawn)	18.0	11	3.3	30.8	10	101.0	102.0	104.0	102.0	102.0	109.0
COc1ccc(C2C(C(=O)NCc3cccnc3)c3ccccc3C(=O)N2C)cc1OC (stereo not drawn)	1.1	24	0.1	8.8	30	99.0	99.0	104.0	99.0	101.0	106.0
O=C(c1ccco1)N1CCN(C(c2ccccc2)c2nnnn2Cc2cccs2)CC1 (stereo not drawn)	2.6	39	2.9	x	15	96.0	96.0	98.0	94.0	98.0	96.0
NS(=O)(=O)c1ccc(NC(=O)/C=C/c2ccc3c(c2)OCO3)cc1	-0.6	13	-0.1	-0.7	11	99.0	95.0	93.0	94.0	94.0	95.0
O=C(OC1CCOC1=O)c1cc(-c2ccc(Br)cc2)nc2ccccc12 (stereo not drawn)	3.1	16	0.2	x	8	101.0	100.0	101.0	100.0	101.0	103.0
CCOC(=O)c1sc2ccc(S(=O)(=O)N3CCOCC3)cc2c1N	5.5	35	-0.3	x	2	97.0	98.0	99.0	96.0	98.0	99.0
CCCc1cc(=O)[nH]c(SCc2cc(Cl)ccc2OC(F)F)n1	3.0	7	0.6	-21.5	13	100.0	102.0	99.0	97.0	101.0	98.0
O=C(Nc1nc(-c2ccccc2)cs1)c1ccc(=O)[nH]c1	7.6	14	0.9	1.9	12	101.0	98.0	95.0	95.0	97.0	98.0
COc1cc2cc(C)c(SCC(=O)N3CCOCC3)nc2cc1OC	2.1	35	-1.0	x	8	103.0	100.0	97.0	98.0	99.0	101.0
CCn1c(C(C)NC(=O)c2cccc(C)c2)n[nH]c1=S (stereo not drawn)	-0.2	22	-0.1	-18.0	11	102.0	99.0	95.0	97.0	98.0	101.0
CCCCNC(=O)c1cc(-c2ccc(OC)cc2)on1	9.0	53	0.1	8.1	9	92.0	94.0	96.0	95.0	95.0	94.0
Nc1nc(SCc2ccc3c(c2)OCCO3)n[nH]1	0.1	23	0.0	5.5	3	100.0	99.0	100.0	98.0	102.0	101.0
Cc1c(Cl)cccc1NCC(=O)NN=C1CCCC1	4.3	14	0.0	31.7	10	96.0	96.0	96.0	93.0	95.0	100.0
O=C(CCl)N(Cc1ccccc1)c1ccccc1	0.1	69	0.1	-9.4	8	103.0	98.0	93.0	91.0	97.0	99.0
